High-throughput results: PubChem BioAssay, NCI
sgs1 mgt1: NCI yeast anticancer drug screen, S. cerevisiae sgs1 mgt1 strain; 78,000 compounds, 10% hits; growth inhibition, % at 50 µM;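 note: 0% = growth of vehicle-only cultures of the same strain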
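Yeast cells carrying a defined DNA-repair defect were exposed to test compounds. Growth inhibition was measured relative to vehicle-treated controls.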
yeast rad50: NCI yeast anticancer drug screen, S. cerevisiae rad50 strain; % growth inhibition at 50 µM; 79,000 compounds, 10% hits;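 note: 0% = growth of vehicle-only cultures of the same strain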
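Growth of the mutant yeast was measured after compound exposure and referenced to vehicle-treated cultures.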
yeast mec2-1: NCI yeast anticancer drug screen, S. cerevisiae mec2-1 strain. growth inhibition, % at 50 µM. 79,000 compounds, 9% hits;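 note: 0% = growth of vehicle-only cultures of the same strain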
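Compounds were applied to mec2-1 yeast cells. Their growth was then compared with that of vehicle-treated cultures to give growth inhibition.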
yeast bub3: NCI yeast anticancer drug screen, S. cerevisiae bub3 mutant strain | growth inhibition, % at 50 µM | 78,000 compounds, 9.9% hits;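 note: 0% = growth of vehicle-only cultures of the same strain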
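Mutant yeast screening strain plus compound; vehicle-treated cultures serve as the 0% inhibition reference.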
yeast cln2 rad14: NCI yeast anticancer drug screen, S. cerevisiae cln2 rad14 strain | AID 165, 2004 | 78,000 compounds, 8.3% hits | % growth inhibition at 50 µM;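 note: 0% = growth of vehicle-only cultures of the same strain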
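The screen exposed genetically defined yeast (cln2 rad14) to test compounds and scored growth inhibition relative to vehicle-treated controls.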
yeast mlh1 rad18: NCI yeast anticancer drug screen, S. cerevisiae mlh1 rad18 strain. growth inhibition, % at 50 µM. 79,000 compounds, 11% hits. AID 175, 2004;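 note: 0% = growth of vehicle-only cultures of the same strain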
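A repair-deficient yeast strain is exposed to test compound, and growth is scored relative to vehicle-treated controls.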
* hit, by the source's call; · = not tested or not shown; & = joins results of further samples. Cut-off read from the data, not from the text of the source: active = growth inhibition above about 70%; inactive = the rest.

item	mol	sgs1 mgt1	yeast rad50	yeast mec2-1	yeast bub3	yeast cln2 rad14	yeast mlh1 rad18
1	O=C(O)CC1CCCCCC1	13	22	8	33	13	12
2	C[N+](C)(C)CC(=O)N/N=C(/C=C/c1ccccc1)CC1OC(=O)c2ccccc21 (stereo not drawn)	-4	-10	-11	-8	16	4
3	CCOC(=O)c1cc(-c2ccccc2)nc2nc(N)ccc12	6	15	-3	13	9	15
4	CSC1=NNC(SC)=NN1	59	60	44	69	31	39
5	OC1CC2CCCC(C1)C2 (stereo not drawn)	-12	-18	18	-19	72*	-2
6	Nc1ccc(CCn2cnc3c(=O)[nH]cnc32)cc1	9	-3	8	8	-52	-10
7	CC(C)CC1CC(=O)NC1C(=O)O (stereo not drawn)	-13	-14	0	-1	-26	-29
8	C[N+](C)([O-])CCC=C1c2ccccc2CCc2ccccc21	8	62	28	74*	12	34
9	COc1c(Cl)cc([N+](=O)[O-])cc1Cl	3	-4	0	-18	-35	-12
10	CCCS(CCC)=NS(=O)(=O)c1ccc(C)cc1	1	-7	-1	12	-1	-10
11	COC(CO)(OC)c1ccccc1	-9	-1	-3	-29	26	4
12	Cc1cc(NC[C@H](O)[C@H](O)[C@H](O)CO)c(Sc2cc(=O)[nH]c(=O)[nH]2)cc1C	8	4	-2	1	-10	-46
13	CC(C)(C)C1=CC(=CC=C2C=CN(CCO)C=C2)C=C(C(C)(C)C)C1=O	25	29	36	32	32	97*
14	O=C(O)c1cc2c(ncc3c(=O)n(-c4ccccc4)[nH]c32)s1	-42	-33	-34	-22	-3	-40
15	CC(=O)c1cc(Cl)ccc1OCC(O)CNc1ccccc1C(=O)c1ccccc1 (stereo not drawn)	0	2	8	-2	-10	-6
16	O=[N+]([O-])c1ccc2nc(CCl)[nH]c2c1	75*	73*	66	74*	61	73*
17	CC(=O)OC[C@]1(C)CCCC2(C)C1CCC1C=C(C)[C@H]3CCC12C3 (stereo partly drawn)	-18	2	-3	-3	-2	11
18	CCCCC(CC)C1OCCS1 (stereo not drawn)	-4	6	-24	-17	2	-10
19	CCOC(=O)C1=NN(c2ccccc2)C(C)(C(=O)OC)C1 (stereo not drawn)	-2	-17	-28	14	-1	-14
20	O=C1/C(=C\c2ccc(Br)cc2)c2ccccc2-c2ccccc21	6	2	6	7	-19	-12
21	NC(=O)/N=C/c1c(O)c2ccccc2oc1=O	-12	10	-1	-42	-3	-3
22	CCC(C)NS(=O)(=O)c1ccc(Cl)cc1 (stereo not drawn)	6	18	10	6	9	4
23	NNc1nc2ccc([N+](=O)[O-])cc2s1	-1	14	-9	-10	-22	22
24	COC(=O)c1n[nH]n(Cc2cccs2)c1=O (tested in a mixture with another compound)	16	15	14	11	-1	26
25	CC(C)=CCc1c2c(c(O)c3c(=O)c(-c4ccc(O)c(O)c4)coc13)C=CC(C)(C)O2	87*	85*	88*	85*	83*	85*
26	CSc1nc(SC)c2cn(Cc3ccccc3)nc2n1	81*	56	52	43	26	64
27	N#Cc1snc2sc(=O)sc12	100*	100*	100*	99*	99*	100*
28	CC(C)NCCC(O)c1cc2ccccc2o1 (stereo not drawn)	-18	-13	-4	-36	-7	5
29	CN(C)CCNC(=O)c1cccc2c(Nc3ccc(S(=O)(=O)N=C(N)N)cc3)c3ccccc3nc12	-37	-24	0	-35	8	54
30	O=C(O)CNC(=O)c1ccc2ccccc2n1	4	3	-13	28	-16	12

Arranged by SMILES length (low to high): part of the list above
item	mol	sgs1 mgt1	yeast rad50	yeast mec2-1	yeast bub3	yeast cln2 rad14	yeast mlh1 rad18
5	OC1CC2CCCC(C1)C2 (stereo not drawn)	-12	-18	18	-19	72*	-2
22	CCC(C)NS(=O)(=O)c1ccc(Cl)cc1 (stereo not drawn)	6	18	10	6	9	4
23	NNc1nc2ccc([N+](=O)[O-])cc2s1	-1	14	-9	-10	-22	22
21	NC(=O)/N=C/c1c(O)c2ccccc2oc1=O	-12	10	-1	-42	-3	-3
17	CC(=O)OC[C@]1(C)CCCC2(C)C1CCC1C=C(C)[C@H]3CCC12C3 (stereo partly drawn)	-18	2	-3	-3	-2	11

From compound 3 up to 6, as listed above:
item	mol	sgs1 mgt1	yeast rad50	yeast mec2-1	yeast bub3	yeast cln2 rad14	yeast mlh1 rad18
3	CCOC(=O)c1cc(-c2ccccc2)nc2nc(N)ccc12	6	15	-3	13	9	15
4	CSC1=NNC(SC)=NN1	59	60	44	69	31	39
5	OC1CC2CCCC(C1)C2 (stereo not drawn)	-12	-18	18	-19	72*	-2
6	Nc1ccc(CCn2cnc3c(=O)[nH]cnc32)cc1	9	-3	8	8	-52	-10

Next part.
item	mol	sgs1 mgt1	yeast rad50	yeast mec2-1	yeast bub3	yeast cln2 rad14	yeast mlh1 rad18
31	COC(=O)C1(CC(=O)CC(=O)CC2(C(=O)OC)NC(=S)NC(=O)C2C#N)NC(=S)NC(=O)C1C#N (stereo not drawn)	-25	-17	20	6	4	14
32	Cc1ccc(C)c(S(=O)(=O)c2ccccc2)c1	-2	8	11	8	-54	-9
33	CC12CC3CC(Br)(C1)CC(C(=O)O)(C3)C2 (stereo not drawn)	-3	-6	-12	-14	8	-3
34	CSSC(SSC)C(SSC)SSC	43	-5	4	37	1	48
35	O=[N+]([O-])c1cc(CNCCO)c(O)c2ncccc12	99*	99*	99*	99*	98*	99*
36	O=C1CCCCCCCCCCC1CN1CCOCC1 (stereo not drawn)	51	28	15	15	42	44
37	O=C1CC(c2ccccc2)S(=O)c2ccccc2N1 (stereo not drawn)	-10	-8	5	12	27	-1
38	C=C(Cl)C(OC(C)=O)OC(C)=O	39	53	-14	-11	-30	63
39	CCOC(=O)NC(Nc1ccc(F)c(F)c1)(C(=O)OCC)C(F)(F)F (stereo not drawn)	-9	5	-1	10	15	40
40	CCOC(=O)c1cc2cc(CC)ccc2[nH]1	46	19	-23	8	15	4
41	COc1ccc(CCCCCl)cc1	-2	-2	4	0	-14	8
42	O=c1[nH]c(Cc2ccccc2[N+](=O)[O-])nc2ccccc12	-8	26	-2	13	33	6
43	CCCC(=O)CC(=O)C(F)(F)F.CCCC(=O)CC(=O)C(F)(F)F.CCCC(=O)CC(=O)C(F)(F)F.[Er]	44	25	11	-6	0	50
44	Cc1ccccc1N=C(N)N=C(N)N	19&-5	5&2	7&-22	-1&-1	-26&1	9&-2
45	NC(=O)c1cnccn1	2	18	18	34	-13	-10
46	CCOC(=O)/C=C1\NC(=O)CS1	5	8	1	-2	-35	8
47	N=C(N)N1CCC(N2CCOCC2)CC1	-13	15	-18	5	-24	-52
48	COc1cc2cc3c4cc(OC)c(OC)cc4cc(C)[n+]3cc2cc1OC	-8	-5	24	18	-5	19
49	CCc1nnc(CC)n1-n1c(Cc2ccccc2)n[nH]c1=O	12	10	23	17	8	41
50	CC(C)C1OCC(CO)([N+](=O)[O-])CO1 (stereo not drawn)	-22	-45	-18	1	-54	-6
51	O=C(CCN1C(=O)c2ccccc2C1=O)NCS(=O)(=O)O	-11	-12	-5	16	-48	-18
52	COc1cc2c(c3c1c(=O)c1ccc(F)cc1n3C)C=CC(C)(C)O2	-17	-4	-29	-8	-24	-6
53	CSC1=Nc2ccccc2N(C)c2c1c(-c1ccccc1)nn2C	29	35	32	43	29	22
54	CCCCCCCCN1CCOCCOCCN(CCCCCCCC)c2nc(Cl)nc(n2)NCCOCCOCCNc2nc(Cl)nc1n2	-22	8	-16	-5	-10	8
55	CC1(C)N(/N=C/c2ccccc2)C(c2ccccc2)C(c2ccccc2)N1/N=C/c1ccccc1 (stereo not drawn)	6	-9	-6	3	-11	10
56	COC(=O)/C=C/c1ccccc1[N+](=O)[O-]	-5	10	-12	9	-19	-6
57	CCOC(=O)CC(c1ccccc1)C(C)(C(=O)OCC)C(=O)OCC (stereo not drawn)	15	-18	-11	14	36	-9
58	O=C(/C=N/O)Nc1cc(Cl)c(Cl)cc1Cl	·	79*	65	·	·	47
59	O=C1OC(=O)C2C3CC(C4N=NN(c5ccccc5)C34)C12 (stereo not drawn)	-5	11	4	12	5	11
60	Oc1ccccc1C1C=C(c2ccccc2)NC(N2CCCCC2)=C1c1nc2ccccc2[nH]1 (stereo not drawn)	5	18	-5	29	40	9
61	CC(C)(C)[Si](C)(C)OCCCC#CCO	-4	12	-5	-14	14	24
62	CC(=O)CCC(NC(C)=O)C(=O)O (stereo not drawn)	0	1	-7	7	0	-2
63	CC(O)CNCC(C)(C)N (stereo not drawn)	-5	-5	-5	3	-8	-2
64	CCCC(C)C1(CCC)C(=O)N=C(N)N=C1N (stereo not drawn)	-4	4	8	-3	12	-10
65	CC1C/C(=N\N(C)C)C(C#N)(C#N)C1(C#N)C#N (stereo not drawn)	67	81*	81*	62	38	92*
66	COc1cc(NCCC(=O)O)c2ncccc2c1	-42	-25	-19	-24	-19	1
67	O=C1c2cccnc2C(=O)C2C3C=CC(C3)C12 (stereo not drawn)	99*	99*	100*	98*	46	99*
68	CCOC(=O)CNC(=O)Sc1ccc(C(C)(C)C)cc1C	82*	0	20	70	76*	27
69	CCN(CC)c1ccc(S(=O)(=O)NC(=O)OC)cc1	-1	4	-2	-1	3	-6
70	COc1ccc(NC(=O)CCl)cc1	24	30	13	37	18	24
71	COc1ccc(-c2n[nH]c3c2CCCc2ccccc2-3)cc1	-8	8	-18	-4	-32	3
72	C/C(=N\NC(=S)Nc1ccc(C(=O)O)cc1C)c1ccc2ccccc2n1	82*	86*	98*	34	33	92*
73	NC1(C(=O)O)Cc2ccccc2B(O)OC1=O (stereo not drawn)	35	43	22	35	19	50
74	CC1(CO)C(O)CCC2(C)C1C(O)CC1CC3CC12CCC3(O)CO (stereo not drawn)	1	-13	-18	-21	-1	-22
75	O=S1(=O)CC2OC(c3ccccc3)OC2C1 (stereo not drawn)	19	-8	18	-14	10	-4
76	NC(=O)c1ncn2c(=O)n(CCl)nnc12	30	57	82*	57	46	83*
77	O=C(O)CN1C(=O)OC(c2ccccc2)C1=O (stereo not drawn)	-15	3	-21	-38	-19	2
78	CCOC(=O)Nc1c(F)cc(F)cc1[N+](=O)[O-]	1	-2	7	-1	39	6
79	CC1=NC(C)(CO)CO1 (stereo not drawn)	-3	-11	-2	-7	20	6
80	CCCCCCCCCCCCCCCCCCN(C)C	14	54	23	47	-65	26
81	CCOC(=O)COS(=O)(=O)C(F)(F)F	-11	22	-13	4	3	-11
82	COC(=O)CC(NC(=O)CNC(=O)OCc1ccccc1)C(=O)O (stereo not drawn)	-8	-4	-5	16	-3	-6
83	Nc1ccc2nc[nH]c2c1	-19&-8	19&-15	-5&-8	-1&2	17&15	14&-1
84	CCn1c2ccccc2c(=O)c2c(OC)ccc(OC)c21	82*	78*	-2	53	49	90*
85	C=CCCCCCCCCCCCCCCC	-26	-36	-27	-32	5	-35
86	OCc1ccccc1O	-7	-2	6	-1	26	11
87	S=C(SNC1CCCCC1)SNC1CCCCC1	4	-66	-14	9	-13	6
88	O=C(Oc1ccc(OC(=O)c2ccc([N+](=O)[O-])cc2)cc1)c1ccccc1	-1	10	-2	-3	26	5
89	CC(O)c1nc(C#N)c(N)o1 (stereo not drawn)	-14	1	11	-6	3	-35
90	O=C(COc1ccc2ccccc2c1)NC1c2ccccc2Oc2ccccc21	69	74*	17	16	12	63

A second format for part of the listing above.
Results follow in this order: sgs1 mgt1 | yeast rad50 | yeast mec2-1 | yeast bub3 | yeast cln2 rad14 | yeast mlh1 rad18
43) CCCC(=O)CC(=O)C(F)(F)F.CCCC(=O)CC(=O)C(F)(F)F.CCCC(=O)CC(=O)C(F)(F)F.[Er]
→ 44 | 25 | 11 | -6 | 0 | 50
44) Cc1ccccc1N=C(N)N=C(N)N
→ 19&-5 | 5&2 | 7&-22 | -1&-1 | -26&1 | 9&-2

Next results:
item	mol	sgs1 mgt1	yeast rad50	yeast mec2-1	yeast bub3	yeast cln2 rad14	yeast mlh1 rad18
91	CC(C)(C)[Si](C)(C)OCC1OC(n2cc(I)c(=O)[nH]c2=O)C(O[Si](C)(C)C(C)(C)C)C1O[Si](C)(C)C(C)(C)C (stereo not drawn)	-18	-19	-16	12	15	-33
92	Cc1cc(N(CCC#N)CCC#N)ccc1/C(N=Nc1ccccc1)=N\NC(=O)c1ccccc1	11	22	17	-16	-8	32
93	CCC/C=C(\CC)C(=O)OCC1CC=CCC1C (stereo not drawn)	47	25	-38	16	7	11
94	FC(F)(F)c1nc(Nc2ccccc2)c2[nH]cnc2n1	2	-16	5	12	-21	-5
95	COCn1ccnc1C(=O)c1ccccc1	-10	-11	-14	-7	-27	-5
96	c1cc[n+]2c(c1)-c1cccc[n+]1CCCC2	-8	13	5	2	6	-13
97	CCCCCCCCCCCCCCCCOP(=O)(O)OP(=O)(O)OCC1OC(n2ccc(N)nc2=O)CC1O (stereo not drawn)	9	-10	-4	21	-18	13
98	O=C1CCCC1CN1CCCCC1 (stereo not drawn)	-14	3	-32	22	8	-7
99	CC(C)C(CC1CCCCC1)C(C)O (stereo not drawn)	-15	-8	0	-9	-14	-18
